Source: PubChem BioAssay
PGC1a acetyl inh = modulators of PGC1a acetylation; U2OS PGC1a acetylation, AlphaScreen anti-acetyl-lysine; with virally co-expressed GCN5 acetyltransferase; inhibition, % at 15.6 µM; AID 651687; 0.17% of 350,000 active;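 active = every replicate shows inhibition of at least 40%; inconclusive = mean inhibition at least 40% but some replicate below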;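 also: 0% = neutral control wells and 100% = positive control wells; some results beyond the cut were filed as inactive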
S100A4 inh HTS = inhibitors of human S100A4 binding to myosin IIA peptide | AID 652163 | inhibition, % at 10.7 µM | P26447 | 0.14% of 360,000 active | S100A4/TAMRA-MyoIIA peptide fluorescence polarization;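 active = mean inhibition of at least 70% across replicates, with every replicate also reaching that level; inconclusive = mean inhibition reaches 70% but some replicates fall short; inactive = mean inhibition below 70%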
Target sequence (P26447 whole entry, looked up): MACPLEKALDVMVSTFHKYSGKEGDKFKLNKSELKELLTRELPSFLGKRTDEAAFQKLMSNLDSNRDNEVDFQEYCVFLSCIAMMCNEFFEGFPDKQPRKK
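Material: S100A4 monomer protein / Buffer or medium: 50 mM HEPES pH 7.2, 10 mM CaCl2, 100 mM KCl / Times: 5 min incubation before reading / Benchmarks: neutral control DMSO, positive control TFP / Reagent: labelled myosin peptide probe, 5 nM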
Statin myotox sup = protects C2C12 myotubes from simvastatin toxicity; ATP luminescence, 48 h; scaled: DMSO 0, geranylgeraniol control 100; rescue of ATP level, % at 7.49 µM; 0.78% of 330,000 active; AID 602340;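 active = mean ATP rescue above about 67%, or every replicate alone reaching that limit, limit read from the data, passing the limit was not always enough; inconclusive = no clear call, values can overlap the other calls; inactive = mean under the limit and some replicate under it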;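 also: myotubes were challenged with 10 µM simvastatin during compound exposure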
Cneo AK release = Cryptococcus neoformans lysis via adenylate kinase release | 0.2% of 360,000 active | lysis activity, % at 15 µM | C. neoformans lysis, adenylate kinase release luminescence, 4 h; normalised: neutral wells 0, clomiphene wells 100;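 active = mean lysis activity across replicates of at least 80%, whatever share of replicates individually reach that level; inactive = mean lysis activity below 80%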
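Assay system: Cryptococcus neoformans yeast cells / Dosing: single-point compound dose / Timing: 4 h at 37 °C static, read 1 h later / Measured by: luminescence of released adenylate kinase using an AK detection reagent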
XiGFP reactiv = X-chromosome reactivation activator; 0.055% of 360,000 active; activation, % at 7.58 µM; XiGFP mouse fibroblasts, % GFP-positive cells imaging, 3 d; cells co-treated with 5-aza-dC sensitizer; scaled so ellipticine positive control = 100%; AID 743238;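 active = mean normalized replicate activation at least 10% and every replicate at or above 10%; inconclusive = only one of the two criteria met; inactive = mean below 10% and not all replicates reach 10%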;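 also: 0% = median of on-plate neutral control wells and 100% = ellipticine 6 µM median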
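Material: XiGFP fibroblasts, SV40-immortalized; Buffer or medium: DMEM containing 5-aza-dC; Compound dosing: single point; Times: 3 days compound exposure.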
LGR2 inh = Drosophila LGR2 receptor signaling inhibition. HEK293 LGR2, CRE-luciferase, bursicon-stimulated, 4 h. inhibition, % at 9.99 µM. 0.35% of 380,000 active. AID 720647;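 active = drop in luminescence signal, shown as inhibition above about 50% in the replicate tests, limit read from the data, passing the limit was not always enough; inconclusive = probably only some replicates passing the limit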;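 also: agonist challenge used bursicon conditioned medium at about half maximal strength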
ERAP1 HTS inh = blocks human ERAP1 aminopeptidase activity; Q9NZ08; recombinant ERAP1, Leu-AMC fluorescence, 60 min; inhibition, % at 10.7 µM; 0.15% of 340,000 active;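 active = mean replicate inhibition of at least 30%, or all replicates individually reaching that 30% level; inactive = mean below 30% and not every replicate reaching it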;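 also: 0% = neutral control wells and 100% = L-leucinethiol positive control wells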
Target sequence (Q9NZ08 whole entry, looked up): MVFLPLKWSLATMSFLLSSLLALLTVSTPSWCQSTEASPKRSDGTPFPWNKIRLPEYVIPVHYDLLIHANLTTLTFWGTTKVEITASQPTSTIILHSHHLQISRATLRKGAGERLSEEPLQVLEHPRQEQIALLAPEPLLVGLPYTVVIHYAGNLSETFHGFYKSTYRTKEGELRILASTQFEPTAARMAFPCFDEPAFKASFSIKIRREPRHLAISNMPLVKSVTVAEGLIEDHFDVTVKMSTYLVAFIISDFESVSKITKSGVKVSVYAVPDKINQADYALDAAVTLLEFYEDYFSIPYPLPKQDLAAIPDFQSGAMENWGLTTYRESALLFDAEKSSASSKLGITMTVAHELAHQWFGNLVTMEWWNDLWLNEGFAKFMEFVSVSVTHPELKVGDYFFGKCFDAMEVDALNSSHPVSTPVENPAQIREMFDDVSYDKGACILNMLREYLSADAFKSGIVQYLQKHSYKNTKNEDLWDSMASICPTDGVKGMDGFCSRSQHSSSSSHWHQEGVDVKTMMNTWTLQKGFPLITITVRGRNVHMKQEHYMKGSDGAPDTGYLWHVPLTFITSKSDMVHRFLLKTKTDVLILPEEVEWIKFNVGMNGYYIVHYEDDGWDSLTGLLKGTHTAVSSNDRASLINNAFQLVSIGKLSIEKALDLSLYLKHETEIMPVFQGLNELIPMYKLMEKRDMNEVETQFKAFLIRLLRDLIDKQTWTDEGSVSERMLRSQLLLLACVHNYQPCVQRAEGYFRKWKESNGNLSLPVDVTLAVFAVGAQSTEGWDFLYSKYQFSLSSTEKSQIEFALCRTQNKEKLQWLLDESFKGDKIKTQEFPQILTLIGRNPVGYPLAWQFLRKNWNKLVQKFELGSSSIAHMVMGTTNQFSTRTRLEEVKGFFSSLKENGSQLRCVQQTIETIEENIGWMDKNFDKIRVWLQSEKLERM
SIRT5 inh = inhibitors of human sirtuin-5 desuccinylase. inhibition, % at 15 µM. 1.1% of 330,000 active. Purified SirT5, succinyl-peptide AMC, trypsin-coupled fluorescence. AID 652115. Q9NXA8; in the data active = inhibition above about 15%; inconclusive = no clear call, values can overlap the other calls
* marks the source's active call; other numbers are inactive results; ? = inconclusive; / = no result given; & = joins results of further samples. Not all compounds are listed; count on the stated rates, not on these rows.

SMILES	PGC1a acetyl inh	S100A4 inh HTS	Statin myotox sup	Cneo AK release	XiGFP reactiv	LGR2 inh	ERAP1 HTS inh	SIRT5 inh
COC(=O)C[C@H]1C[C@H]2c3cc(NC(=O)c4cccnc4)ccc3O[C@H]2[C@@H](CO)O1	4	-1	2	-2	0.3	-17	0	-4
CCc1nc2c(OCCOc3ccccc3)cccn2c1N(C)C(=O)c1ccc(C)cc1	-21	-6	-6	1	0.0	2	-1	-2
O=C(C[C@H]1CC[C@@H]2[C@H](COC[C@H](O)CN2Cc2ccccc2)O1)N[C@H]1CCN(Cc2ccccc2)C1	2	15	-2	4	0.0	10	3	-6
CC[C@]12c3[nH]c4ccc(OC)cc4c3CCN1C(=O)C(CC(=O)NCCc1ccccn1)C[C@@H]2C(=O)N1CCN(C(=O)C2CC2)CC1 (stereo partly drawn)	-4	-1	-3	2	/	12	-6	1
CN(CC(=O)Nc1ccc(OC(F)(F)F)cc1)C(=O)Cc1c(Cl)cccc1Cl	/	-2	3	5	0.0	10	-2	1
O=C(NN=C1CCCCC1)c1ccccc1-n1cccc1	/	-1	-5	-1	0.0	-4	1	1
Cc1cccc(S(=O)(=O)N2C[C@@H](O)COC[C@@H]3O[C@H](CC(=O)N4CCN(C)CC4)CC[C@H]32)c1	3	-5	-6	-2	0.1	6	3	-4
C[C@@H]1CN([C@H](C)CO)C(=O)Cc2cc(N(C)C)ccc2O[C@H]1CN(C)Cc1ccc2c(c1)OCO2	-13	2	-4	4	-0.7	-3	-1	1
COc1cc(CNC(=O)Nc2nc(C(N)Cc3ccc(C(F)(F)F)cc3)cs2)cc(OC)c1OC (stereo not drawn)	-4	-22	-13	0	-0.1	17	-3	/
CCn1c(=O)n(CC(=O)N2CCN(c3ccccc3F)CC2)c(=O)c2ccccc21	7	/	-3	0	/	3	/	/
Cc1nc2ccccc2c(=O)n1NC(=O)c1ccccc1Br	-3	0	-1	-3	0.3	-6	0	-3
Cc1ccc(S(=O)(=O)N[C@@H]2CC[C@H](CC(=O)NCc3ccc(Cl)c(Cl)c3)O[C@H]2CO)cc1	7	2	-10	4	0.1	5	-4	3
COc1ccc(-c2[nH]ncc2CN2CCC(N3CCSCC3)CC2)cc1F	14	2	3	/	0.0	-3	0	1
CC1(c2ccc(OC(F)F)cc2)NC(=O)N(CC(=O)Nc2ccc(N3CCCCC3)cc2)C1=O (stereo not drawn)	/	-7	7	/	0.0	2	2	-5
CC(C)(C)c1ccc(OCC(=O)NNC(=S)NC(=O)c2ccco2)c(Br)c1	/	-1	14	13	0.5	1	2	-2
O=C(CSc1nnc(CNC(=O)c2c(F)cccc2F)o1)Nc1ccc2c(c1)OCO2	/	25	-4	3	0.1	5	-3	8
Cc1nnc(C)c2c(C)n(-c3ccccc3)c(C)c12	6	-5	12	2	0.1	-6	-2	-2
Cc1cccc(NC(=O)Cn2cc(C(=O)C3CC3)c3ccccc32)c1C	/	-1	-19	6	0.1	-14	-4	1
COC(=O)c1cc(OC)cc(O)c1C(=O)c1c(O)cc(C)cc1O	-5	9	12	5	/	16	3	10
Fc1ccc(N2CN(Cc3cccnc3)CNC2=S)cc1	-4	38	/	-7	0.5	-5	/	4
CCCCc1nnc2c(N(C)S(=O)(=O)c3ccc(C)cc3)nc3ccccc3n12	-8	-3	-1	2	0.0	-5	/	-2
CN(C)N1C(N)=C(C#N)C(c2cccs2)C2=C1CC(C)(C)CC2=O (stereo not drawn)	-6	-2	/	/	0.0	-5	-3	-3
O=C(NCC(c1ccco1)N1CCN(c2ccccc2F)CC1)C(=O)NC1CC1 (stereo not drawn)	/	1	-6	-2	0.4	6	0	-9
C[C@@H]1CN([C@H](C)CO)S(=O)(=O)c2ccc(Br)cc2O[C@H]1CN(C)C(=O)c1cnccn1	12	-36	1	-4	-0.5	13	1	0
O=C(NC(C(=O)c1ccccc1)n1cnccc1=O)c1ccccc1 (stereo not drawn)	-2	/	-1	-2	/	-6	/	/
CC(C)C(N)c1csc(Nc2ccc(C(=O)c3ccccc3)cc2)n1 (stereo not drawn)	-23	4	-30	0	0.5	-2	2	1
CO[C@@H]1CN(C)C(=O)c2cc(NC(=O)c3ccccc3)ccc2OC[C@@H](C)N(C(C)=O)C[C@@H]1C	-1	-22	8	-6	0.2	-17	-3	2
CSC1=N/C(=C/c2cccnc2)C(=O)N1Cc1ccc(Cl)cc1	/	3	-4	0	0.2	0	/	-2
CCN(c1ccccc1)S(=O)(=O)c1ccc(C(C(=O)OC)C(=O)OC)c([N+](=O)[O-])c1	11	10	-1	0	0.0	7	2	-4
COc1ccc2c3c(n(C)c2c1)[C@H](CO)N(Cc1cccc(F)c1)CC31CN(C)C1	-9	-2	/	/	0.1	1	-3	/
Cc1nnc(SCC(=O)NC2CCCCCC2)n1N	0	3	4	0	0.0	14	2	-8
CCOC(=O)C1CCCN(S(=O)(=O)c2ccc3c4c(cccc24)C(=O)N3CC)C1 (stereo not drawn)	6	11	8	0	-0.1	-11	21	-7
CN1C[C@H](O)COC[C@H]2O[C@H](CC(=O)NC3CCC3)CC[C@@H]21	-2	/	5	-1	0.2	-1	/	/
Cc1c(C(=O)NCCC#N)sc(=O)n1Cc1ccccc1F	/	19	8	-1	0.0	12	/	/
O=C(CN(C(=O)CNS(=O)(=O)c1ccc(F)cc1)c1ccccc1F)NCc1ccco1	/	0	4	-1	0.0	13	2	/
CCCC(=O)Nc1ccc2c(c1)OC[C@@H](C)N(Cc1ccccc1F)C[C@H](C)[C@H](OC)CN(C)C2=O	4	10	33	0	0.1	1	-3	7
Cc1cc(C(=O)CN2C(=O)C(=O)N(C3CCCC3)C2=O)c(C)n1CCc1ccc(F)cc1	13	-7	-3	1	0.0	-6	0	-1
O=C(C1CCCN1C(=O)c1cccs1)N1CCN(S(=O)(=O)c2ccc(F)cc2)CC1 (stereo not drawn)	4	0	-1	-2	0.1	-2	3	-7
O=C(Cn1cnc2ccccc21)NCc1ccccc1	4	/	-47	1	/	-15	/	/
Cc1ccc(NC(=O)c2c([N+](=O)[O-])c(C(C)(C)C)nn2C)cc1	/	1	/	/	0.0	-2	-1	-1
CCC(Oc1ccccc1)C(=O)N1CCN(S(=O)(=O)c2ccccc2)CC1 (stereo not drawn)	-13	-7	20	1	0.3	3	-1	-1
CNC[C@H]1Oc2cc(C#Cc3ccc(OC)cc3)ccc2S(=O)(=O)N([C@H](C)CO)C[C@@H]1C	-18	-10	-39	0	0.9	25	2	5
O=C1CSC(c2ccccc2)N1CC(O)c1ccc([N+](=O)[O-])cc1 (stereo not drawn)	-4	3	-3	/	0.0	-4	0	-3
NC(=O)NC(Cc1ccccc1)C(=O)NNC(=O)COc1ccccc1Cl (stereo not drawn)	-12	2	10	-4	0.1	5	-3	/
CCc1ccc(C(=O)COC(=O)CNC(=O)C2CCCCC2)cc1	-4	-7	5	-2	-0.1	-32	2	-10
CCOC(=O)[C@]12CCCC=C1N(CCC1=CCCCC1)C(=O)[C@H](CC(=O)N1CCCCC1)C2	/	6	/	/	0.3	9	2	0
Cc1ccc(S(=O)(=O)N(C)C[C@H]2Oc3ccc(NC(=O)CCCCCC(=O)Nc4ccccc4N)cc3CC(=O)N([C@@H](C)CO)C[C@H]2C)cc1	0	-8	18	1	-0.4	8	-2	4
O=C(NCCS(=O)(=O)NCCCc1ccccc1)c1ccccc1	/	94*	/	-5	0.3	-4	1	-1
O=C1NC(=O)C2(C=C(c3ccccc3)C(O)(c3ccccc3)C2)N1 (stereo not drawn)	/	-3	/	/	0.2	2	0	-3
COc1ccc(C(C)=O)cc1Cn1c(C)c(C(=O)NCCC#N)sc1=O	/	5	-6	1	0.1	-11	/	/

Whole records, quoted from the list. Values in the order: PGC1a acetyl inh, S100A4 inh HTS, Statin myotox sup, Cneo AK release, XiGFP reactiv, LGR2 inh, ERAP1 HTS inh, SIRT5 inh
CCc1ccc(C(=O)COC(=O)CNC(=O)C2CCCCC2)cc1 is listed with -4, -7, 5, -2, -0.1, -32, 2, -10
Cc1ccc(S(=O)(=O)N(C)C[C@H]2Oc3ccc(NC(=O)CCCCCC(=O)Nc4ccccc4N)cc3CC(=O)N([C@@H](C)CO)C[C@H]2C)cc1 is listed with 0, -8, 18, 1, -0.4, 8, -2, 4
CNC[C@H]1Oc2cc(C#Cc3ccc(OC)cc3)ccc2S(=O)(=O)N([C@H](C)CO)C[C@@H]1C is listed with -18, -10, -39, 0, 0.9, 25, 2, 5

Next results follow:
SMILES	PGC1a acetyl inh	S100A4 inh HTS	Statin myotox sup	Cneo AK release	XiGFP reactiv	LGR2 inh	ERAP1 HTS inh	SIRT5 inh
CCCN(C)C[C@H]1OCCCC[C@@H](C)Oc2ccc(NC(=O)C3CCCCC3)cc2C(=O)N([C@@H](C)CO)C[C@H]1C	-3	2	/	0	-0.1	-6	3	-3
CO[C@@H]1CN(C)C(=O)c2ccc(NC(=O)Nc3ccc(Cl)cc3)cc2OC[C@@H](C)N(C)C[C@@H]1C	/	-5	-33	-12	0.5	-2	-3	2
Cc1cc(-c2csc(NC(=O)C3=COCCO3)n2)c(C)n1C	9	-6	1	-3	0.0	4	1	1
CC1(OC(=O)c2ccc(Cl)nc2)C(=O)C=C2C=C3CCCN3C=C2C1=O (stereo not drawn)	12	9	2	2	-0.7	9	0	/
Cc1ccc(S(=O)(=O)Nc2ccc3c(c2)CC(=O)N([C@H](C)CO)C[C@H](C)[C@H](CN(C)S(=O)(=O)c2c(C)noc2C)O3)cc1	5	4	-29	0	0.0	5	-3	4
CCCCC(C(=O)NC1CCCC1)N(C(=O)c1snc(C(N)=O)c1N)c1ccc(F)cc1 (stereo not drawn)	/	11	-4	7	-0.1	11	-3	0
Cc1ccccc1S(=O)(=O)NCC[C@@H]1CC[C@@H](NC(=O)Nc2cccc(Cl)c2)[C@@H](CO)O1	5	8	-31	4	-0.4	16	-3	-1
CCCN(CCC)Cc1c(C(=O)N/N=C/c2ccc(C)o2)nnn1-c1nonc1N	11	3	-4	2	0.2	4	0	-7
CN1CCN(C(=O)CNC(=O)C23CC4CC(CC(C4)C2)C3)CC1	/	-11	3	0	-0.5	-11	-2	-6
Cc1ccc(Cl)c(Nc2ccccc2C(=O)O)c1Cl	7	-4&1&2	11&-1	0&1&-6	-0.1&0.0	-5&-6	1&-2	1&2
Cc1ccc(Cl)c(OCC(=O)Nc2ccccc2N2CCCCC2)c1	-7	0	10	1	0.2	7	-2	-3
CN(C)C(=O)c1cccc(-c2ccc3c(c2)[C@H]2[C@H](CCN2C(=O)c2ccc4c(c2)OCO4)[C@H](CO)N3)c1	-3	/	18	-30	0.3	-4	/	/
CCN(CC)C(=O)C1=C(C)N(Cc2ccc(OC)cc2)C(=O)C(CC(=O)NC2CCCCC2)C1 (stereo not drawn)	-9	-16	0	1	0.1	-3	-1	-4
Cc1ccc(-c2csnn2)cc1	?	-6	3	/	0.4	-5	-5	-2
CN(NC(=S)Nc1ccc(OC(F)F)cc1)C(=S)Nc1ccc(OC(F)F)cc1	/	-4	/	/	-0.1	0	8	-5
CCCCN(C(=O)C1CC(=O)N(c2ccc3c(c2)OCCO3)C1)c1c(N)n(CCCC)c(=O)[nH]c1=O (stereo not drawn)	1	-8	7	-2	-0.1	-7	2	0
